# Source: PubChem BioAssay
# TDP1 block = blocks human tyrosyl-DNA phosphodiesterase 1 | recombinant TDP1, AlphaScreen DNA substrate cleavage | Potency, µM (highest dose often 130 µM), for the others: at the top dose activity change, negative = inhibition, usual class: inhibitors | 350,000 compounds, 0.28% hits | AID 485290; active = well fitted inhibition curve with a large enough effect; inconclusive = small, poorly fitted or top-dose-only effect; inactive = no such curve, though single readings can be large or run the other way; also: nearly all actives have a fitted effect of over 40% in size
# Target sequence (Q9NUW8 whole entry, looked up): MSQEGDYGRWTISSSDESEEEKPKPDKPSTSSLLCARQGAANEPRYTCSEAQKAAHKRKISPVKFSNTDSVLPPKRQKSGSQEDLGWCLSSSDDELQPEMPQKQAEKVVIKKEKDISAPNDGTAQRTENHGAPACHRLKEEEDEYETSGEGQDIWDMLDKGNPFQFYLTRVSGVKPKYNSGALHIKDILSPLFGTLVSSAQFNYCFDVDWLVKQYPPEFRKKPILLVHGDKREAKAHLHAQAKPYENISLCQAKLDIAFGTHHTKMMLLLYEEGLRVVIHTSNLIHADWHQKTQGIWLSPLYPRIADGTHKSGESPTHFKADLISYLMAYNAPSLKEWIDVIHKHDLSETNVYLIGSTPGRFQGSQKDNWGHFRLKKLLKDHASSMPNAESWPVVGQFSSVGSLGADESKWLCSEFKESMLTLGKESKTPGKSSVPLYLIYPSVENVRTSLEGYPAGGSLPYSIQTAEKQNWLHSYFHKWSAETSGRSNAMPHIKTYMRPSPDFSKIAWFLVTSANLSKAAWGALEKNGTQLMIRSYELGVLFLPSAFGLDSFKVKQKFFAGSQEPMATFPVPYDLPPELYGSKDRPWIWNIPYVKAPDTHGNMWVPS
#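 Steps: enzyme plus compound, 15 min RT; add biotin/phosphotyrosine-FITC oligonucleotide (15 nM final), react 5 min; add donor/acceptor beads (10 ug/ml final), 10 min; read AlphaScreen. Tdp1 at 1 nM final.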
# The depositor's hits bear a star; ? = inconclusive; & = joins results of further samples; [ ] = dose if it differs, or a comment. % is scaled to controls: 0 for no effect and ±100 for the full control effect; potency is read from the fitted curve at half-maximal effect. Some of the compounds tested; the hit share may differ from the screen's.
SMILES,TDP1 block
CC(C)c1cc(C(C)C)c(S(=O)(=O)Nc2cccc3cccnc23)c(C(C)C)c1,16%
COc1ccccc1CNCC(c1ccccc1)c1ccccc1,5%[0.0935 µM]
O=C(O)c1cccc(Cl)c1Cl,6%
COc1cc(Cl)c(NC(=O)CN(C)S(=O)(=O)c2ccc3c(c2)CCCC(=O)N3)c(OC)c1,5%
CCN(CC)S(=O)(=O)c1ccc2c(c1)N(CC(=O)N1CCN(c3ccccc3F)CC1)C(=O)CO2,1%
O=C(O)c1cccc(-c2ccc(/C=N/n3cnc4sc5c(c4c3=O)CCCC5)o2)c1,18µM*
CN(C)C(=O)Nc1ccc(Oc2ccc(Cl)cc2)cc1,11%
COc1ccc(-c2cc(C(F)(F)F)nc(SCCC(=O)Nc3ccc(O)cc3)n2)cc1,2%
CCOc1ccc(/C=C2/Sc3ccc(C(=O)N4CCN(C(=O)c5ccco5)CC4)cc3N(C)C2=O)cc1OC,5%
COC(=O)[C@@]1(Cc2ccccc2)[C@H]2c3cc(C(=O)N(C)C)n(CCN4CNCC4=O)c3C[C@H]2CN1C(=O)c1ccccc1,9%
NCCc1cnc(-c2cccc(C(F)(F)F)c2)[nH]1,10%
Cc1nc(NCc2ccccc2)c2nc(-c3ccccc3)n(CCN3CCOCC3)c2n1,11%
COc1ccc(-c2nc3ccccc3c(=O)n2Cc2ccco2)cc1COc1ccc(NC(C)=O)cc1,-4%
CC(=O)Nc1ccn(C2CC3OCC(NC(=O)C(NC(=O)OC(C)(C)C)C(C)OCc4ccccc4)C3O2)c(=O)n1 (centres undefined),4%
Cc1cc(NC(=O)c2ccc(S(=O)(=O)N3CCOCC3)cc2)nc2c1c(=O)oc1ccccc12,2%
Brc1ccccc1OCCCCCN1CCCC1,5%
Cc1cc(C)nc(SCCn2c(N3CCC(C)CC3)nc3c2c(=O)n(C)c(=O)n3C)n1,4%
CCCc1nc(SCC(=O)Nc2cc(Cl)ccc2OC)c2c(=O)n(C)c(=O)n(C)c2n1,0%
Cc1c(P(=S)(c2ccccc2)c2ccccc2)c2ccccc2n1CCCc1ccccc1,1%
CCCOc1ccc(-c2nc(-c3ccc(N)cc3)cs2)cc1,1%
CCC/C=C(\CCC)C(NC(=O)Oc1ccc(F)cc1)c1ccc(C(=O)OC)cc1 (centres undefined),5%
Clc1cnccn1,9%[21 µM]
Cc1nc(C)c(C(=O)C2=C(O)C(=O)N(CCCN(C)C)C2c2ccco2)s1 (centres undefined),-4%
C=C1CC[C@H](O)C/C1=C/C=C1\CCC[C@]2(C)C([C@H](C)CC[C@@H](O)C(C)(C)O)CC[C@@H]12 (some centres undefined),2%
COC(=O)[C@@H](NC(=O)O[C@@H]1C(=O)c2cc(OC)ccc2O[C@H]1c1ccc(OC)c(Br)c1)C(C)C,4%
SMILES,TDP1 block
Cc1cc(=O)oc2c3c(ccc12)OCN(Cc1ccccc1Cl)C3,0%
CC(=O)O[C@H]1C[C@H]2CC[C@@H]3[C@@H](CC[C@]4(C)[C@H](OC(C)=O)[C@H]([N+]5(C)CCCCC5)C[C@@H]34)[C@]2(C)C[C@H]1[N+]1(C)CCCCC1,1%[56.1 µM]
COc1ccc2cc(CNc3ccc(C)cc3)c(=O)n(CC(=O)Nc3cccc(Cl)c3C)c2c1,-3%
CC1(C)Cc2c(C#N)c(N3CCCC3)nc(-c3ccco3)c2CO1,-1%
N#Cc1ccccc1CSc1nnc(-c2ccccc2)o1,-1%
COc1ccc(-c2ccc(-c3cc(=O)oc4cc(C)cc(C)c34)cc2)cc1,-6%
CCN1CCCC1Cn1c(-c2ccccc2)nc2c(NC3CCCCC3)nc(C)nc21 (centres undefined),6%
O=C(CCS(=O)(=O)c1cc2c(cc1Cl)NC(=O)CO2)NCc1ccc(Cl)cc1,-1%
CCOC(=O)[C@]1(C(/C=C/c2ccco2)NC(=O)OC)CCCC1=O (some centres undefined),9%[21 µM]
Cc1nc2ccccc2c(=O)n1NC(=O)c1c(O)c2ccccc2n(C)c1=O,-2%
O=C(Nc1nnc(C2CC2)s1)c1cc2c(s1)CCCCCC2,-8%
Cc1noc(C)c1-c1ccc2ncnc(NCc3ccc(F)c(F)c3)c2c1,0%
O=c1[nH]c2c(cc1CNCCN1CCOCC1)c(-c1cccc(F)c1)nn2-c1ccccc1,6%
COc1ccc(C2/C=C\CN(S(=O)(=O)c3ccc(C)cc3)C(Cc3ccccc3)C(=O)N2Cc2ccc(F)cc2)cc1 (centres undefined),13%
COc1ccc(C2/C=C\CN(S(=O)(=O)c3ccc(C)cc3)C(C)C(=O)N2Cc2ccc(F)cc2)cc1 (centres undefined),6%
CC(=O)N[C@H]1CSSC[C@@H](C(=O)N2CCC[C@H]2C(=O)N2CCC[C@H]2C(=O)N[C@@H](CCCCN)C(=O)N[C@@H](CC(=O)O)C(N)=O)NC(=O)CNC(=O)[C@H](Cc2c[nH]c3ccccc23)NC(=O)[C@H](CCCNC(=N)N)NC(=O)[C@@H](Cc2ccc3ccccc3c2)NC(=O)[C@H](Cc2cnc[nH]2)NC(=O)[C@H](CCC(=O)O)NC1=O,17%
Oc1cc(NCCc2cccnc2)cc2cccnc12,6%
O=c1n(-c2ccccc2)c(=O)n2n1CC[C@H]1/C(=N\OCc3ccccc3)[C@H]3O[C@@H]3[C@@H](O)[C@@H]12,5%[21 µM]
COc1ccc(-c2ccc(OC)c(C3C4C=CCC(C)C4C(=O)N3Cc3ccccc3)c2)cc1OC (centres undefined),14%
Cc1cccc(N2CCN(C(=O)CN3C(=O)COc4ccc(S(=O)(=O)N5CCC(C)CC5)cc43)CC2C)c1 (centres undefined),4%
Cn1cc(C(=O)N2CCc3ccccc3C2)c(=O)c2cc(S(=O)(=O)N3CCCCC3)ccc21,4%
Cc1ccc(CNC(=O)c2ccc(-c3nc(CN4CCc5ccccc54)c(C)o3)cc2)cc1,2%
C=C1C(=O)OC2C=C(C)CCC=C(C)CCC12 (centres undefined),16%
Nc1sc2c(c1C(=O)c1ccc(Cl)cc1)CCCC2,21%
CC(=O)c1cc2c(cc1NC(=O)c1ccccc1C)OCO2,-3%
SMILES,TDP1 block
COC(=O)c1sc(NC(=S)NC(=O)c2ccc(F)cc2)nc1C,0%
COCCOC(=O)C1=C(C)NC(=O)NC1c1c(Cl)nc2c(C)cccn2c1=O (centres undefined),0%
COc1ccc2c(c1)C(=O)[C@H](OC(=O)NS(=O)(=O)c1ccc(C)cc1)[C@@H](c1ccc(OC)c(Br)c1)O2,6%
O=C(OCC(=O)c1ccc[nH]1)c1ccc(S(=O)(=O)N2CCCCC2)cc1,3%
Cn1ccc2cc(S(=O)(=O)N3CCCN(C(=O)Nc4ccccc4Br)CC3)ccc21,-4%
Cc1ccc(SCC(Cc2ccccc2)N2CCN(CC(C)C)CCC2=O)cc1 (centres undefined),8%
O=C1N=C(N2CCOCC2)S/C1=C1\C(=O)N(Cc2ccccc2)c2ccc(Br)cc21,2%
CO[C@@H]1COC(=O)[C@H](CCSC)NC(=O)C/C=C\[C@@H](C)COC(=O)[C@@H]2CCCN2C(=O)C/C=C\[C@H]1C,7%[21 µM]
CNc1ccc(C(=O)Oc2cc(O/N=[N+](\[O-])N(C)C)c([N+](=O)[O-])cc2[N+](=O)[O-])cc1,2%
COc1ccccc1/C=C/C1=CC2(C)CC1(C)C(c1ccccc1OC)CC2=O (centres undefined),1%[21 µM]
C[C@@H](C(=O)Nc1ccc2ccccc2c1)[C@@H]1C[C@@]1(C)[C@@H](NS(=O)(=O)c1ccc(-c2ccccc2)cc1)c1ccccc1,7%
NC(C(=O)O)[C@@H]1CC(Cl)=NO1 (some centres undefined),-8%[56.1 µM]
N#Cc1ccc(-c2ccc(C3Nc4ccccc4C(=O)N3O)o2)cc1 (centres undefined),2%
Nc1ccccc1OC1=NS(=O)(=O)c2ccccc21,2%
CC(=O)Nc1ccc(NC(=O)C2CCCN(S(=O)(=O)c3ccc4c(c3)CCCC(=O)N4)C2)cc1 (centres undefined),?
Cc1ccc(Cn2ncc3c4sc(C)cc4n(C)c3c2=O)c(C)c1,-17%
NCc1ccccc1CC(=O)N[C@@H]1C(=O)N2C(C(=O)O)=C(CSc3nnnn3CC(=O)O)CS[C@@H]12,10µM*
O=C(CN1N=C(c2ccccc2)CCC1=O)NCc1ccco1,1%
CCCn1c(SCC(=O)N2CCCCC2)nnc1-c1ccccn1,-2%
CCC/C=C(\CCC)C(NC(=O)OCC(C)C)c1ccccc1 (centres undefined),4%
C=C1c2cccc(C(F)(F)F)c2O[C@H](C(=O)OCC)[C@@H]1CCCCCC,?
CCn1c(=S)[nH]c2cc(C(=O)O)ccc21,4%
CC(=O)Nc1cccc(-c2csc(Nc3ncccn3)n2)c1,0%
COC(=O)C1=C(C(=O)OC)[C@@H]2N(C)c3ccccc3[C@@]23C[C@@H](C(=O)OC)N(S(=O)(=O)c2ccc(C)cc2)C3=N1,6%[21 µM]
O=c1cc(-c2ccccc2Cl)oc2c([N+](=O)[O-])ccc(O)c12,-1%
SMILES,TDP1 block
C/C(CC(=O)Nc1ccccn1)=N\NC(=O)c1ccccc1,5%
COc1cc(/C=C\C(=O)N2CCC=CC2=O)cc(OC)c1OC,12%[21 µM]
Oc1cccc2c(-c3nn[nH]n3)ccnc12,0%
COC(=O)C1=C(C)N(Cc2ccccc2)[C@]23O[C@](C(=O)OC)(C(=O)N2C1c1ccccc1)C1C(=O)N(c2ccccc2)C(=O)C13 (some centres undefined),5%&7%[21 µM]
CC(=O)c1cc2c(cc1NC(=O)c1ccc(C)cc1)OCO2,3%
CCC(CC)C(=O)Nc1cc(Cl)ccc1C,-5%
O=C1C=C[C@@H](O)[C@H]2[C@@H]3C(=O)N(Cc4ccccc4)C(=O)[C@@H]3CC[C@H]12,5%[21 µM]
O=S(=O)(c1ccc2c(c1)OCCO2)N1CCN(S(=O)(=O)c2ccccn2)CC1,2%&0%
COc1ccc2c(c1)C(=O)[C@H](OC(=O)Nc1ccc(C)c(Br)c1)[C@@H](c1ccc(OC)c(Br)c1)O2,2%
Cc1ccc(C)c(N2CCN(C(=O)CN3CCSc4ccccc43)CC2)c1,5%
Cc1noc(C)c1-c1ccc2ncnc(NCc3ccc(C(F)(F)F)cc3)c2c1,6%
CCC/C=C(\CCC)C(NS(=O)(=O)c1cccs1)c1ccc(C(=O)OC)cc1 (centres undefined),1%
CC#CCN1c2ccccc2[C@]23C[C@@H](C(=O)OC)N(S(=O)(=O)c4ccc5c(c4)OCCN5C)C2=NC(C(=O)OC)=C(C(=O)OC)[C@H]13,9%[12.3 µM]
CCCCCCCCCCCCOCC1CO1 (centres undefined),16%
Cc1cc2c(cc1S(=O)(=O)CCC(=O)N1CCCC(C)C1)OCC(=O)N2 (centres undefined),5%
COc1cccc([C@@H]2Oc3ccc(OC)cc3C[C@H]2OC(=O)Nc2ccc(OC(F)F)cc2)c1,-3%
CCC/C=C(\CCC)C(NS(=O)(=O)c1ccc(C(F)(F)F)cc1)c1ccccc1 (centres undefined),-1%&-4%
CCCC[C@H](NC(=O)[C@@H]1CCCN1C(=O)[C@H]1CCCN1C(=O)[C@H](Cc1ccccc1)NC(=O)[C@@H](Cc1c[nH]c2ccccc12)NC(=O)[C@H](C)NC(=O)[C@H](CCCN=C(N)N)NC(=O)OC(C)(C)C)C(N)=O,6%
Cc1noc(C)c1-c1csc(N2CCC(C(N)=O)CC2)n1,2%
COc1ccc(C(=O)NCC(O)COc2ccc(C(C)(C)C)cc2)cc1[N+](=O)[O-] (centres undefined),0%
Cc1ccc(-c2nnc(CSc3nnc4c5c(C)c(C)sc5nc(C(C)C)n34)o2)cc1,-4%
C[C@@H]1C[C@H]2[C@@H]3C[C@H](F)C4=CC(=O)C=C[C@@]4(C)[C@]3(F)[C@H](O)C[C@]2(C)[C@@]1(O)C(=O)CO,4%[56.1 µM]
O=C(CN1CCSc2ccccc21)N1CCN(c2cccc(Cl)c2)CC1,4%
CCOC(=O)c1noc2ncn(CC(=O)Nc3ccc(OC)c(Cl)c3)c(=O)c12,2%
CC(=O)OC[C@@H]1O[C@@H](O/N=C2/C[C@@H](O)[C@@H](O)[C@@H]3[C@@H]4C(=O)N(Cc5ccc6c(c5)OCO6)C(=O)[C@H]4CC[C@@H]23)[C@H](OC(C)=O)[C@H](OC(C)=O)[C@@H]1OC(C)=O,-1%[21 µM]
